p53ts 32C tox = kills p53ts cells at the permissive temperature; Potency, µM (highest dose often 46.1 µM), for the others: at the highest dose activity change, negative = cytotoxicity, hits mostly cytotoxic; actives 0.93% (n = 130,000); H1299-p53A138V at 32C, ATP luminescence viability, 24 h; AID 924;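 also: 0% = DMSO and -100% = full killing by reference compound; nearly all actives have a fitted effect of over 55% in size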
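Cells: H1299 p53ts (A138V), 600/well, pre-incubated 16–30 h at 37C. Cpd up to 46 uM, 24 h, 32C. Readout: ATPlite luminescence, 20 min RT. Normalization: DMSO vs tamoxifen 100 uM. AC50 by Hill equation.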
p53ts 39C tox = cytotoxicity in p53ts cells at nonpermissive temperature; H1299-p53A138V viability at 39C, ATP luminescence, 24 h; Potency, µM (doses to about 46.1 µM), without a hit: at the top dose activity change, negative = cell killing, actives largely listed as cytotoxic; actives 1.5% (n = 130,000); AID 902; also: nearly all actives have a fitted effect of over 55% in size
Peg3 imprint = genomic imprint erasure induction; actives 0.02% (n = 110,000); mouse ES Peg3-LacZ reporter, beta-gal luminescence, 40 h; Potency, µM (series often up to 60.7 µM), for the others: at the top dose activity change, positive = activation, usual class: activators;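 also: 0% = negative control wells on the plate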
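Each well holds 300 Peg3LacZ-Neo (maternal) female ES cells incubated 40 h at 37C, 5% CO2. LacZ is measured by BetaGlo luminescence, with AC50 and maximum efficacy derived from dose-response curves.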
IkB signaling = suppresses IkB signaling in ABC-DLBCL reporter cells; Potency, µM (top dose mostly 57.1 µM), without a hit: at the top dose IkBa stabilization activation; ABC-DLBCL IkBa-CBG/CBR dual luciferase ratio, 4 h; response scale: scaled: untreated 0%, proteasome inhibitor 100%; AID 445; actives 0.04% (n = 110,000); active = well fitted curve in the direction sought with a large enough effect in the signal ratio, not every such curve was filed as active; inconclusive = small, poorly fitted or top-dose-only effect, or a change in a side signal; the % refers to the signal ratio;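 also: the direction sought is a rising ratio; 0% = basal untreated cells and 100% = reference inhibitor full response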
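Luminescence ratio of IκBα-fused green versus native red beetle luciferase in OCI-Ly3 cells, 4 h post-doxycycline with compound; red signal alone, scaled from basal (0%) to zero light (-100%), flagged nonspecific or cytotoxic effects.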
The depositor's hits bear a star; u = inconclusive; x = not tested or not shown; [ ] = dose if it differs, or a comment. Unless noted, calls follow the shape of the dose curve; as a rule, active = well fitted curve in the direction sought with a large enough effect; inconclusive = small, poorly fitted or top-dose-only effect, or another doubt; inactive = no such curve, though single readings can be large; an effect the other way counts as inactive or inconclusive. Unless noted, % is scaled to controls: 0 for no effect and ±100 for the full control effect; potency is read from the fitted curve at half-maximal effect.

SMILES | p53ts 32C tox | p53ts 39C tox | Peg3 imprint | IkB signaling
O=C(COc1ccccc1)Nc1nc(-c2ccc(S(=O)(=O)N3CCOCC3)cc2)cs1 | -8% | 4% | -18% | -3.1%
Cc1ccc(S(=O)(=O)N(Cc2nccn2C)C(C)C)cc1 | 2% | -4% | -16% | 6.9%
Cc1ccc(CCNC(=O)C2CCC(=O)N2C2CCCC2)cc1 (configuration not stated) | -8% | -6% | -9% | -0.5%
CC(C)c1ccc(NC(=O)CSc2nc(=O)n(Cc3ccccn3)c3c2CCC3)cc1 | 2% | -15% | 14%[10.9 µM] | u
CCn1cc(S(=O)(=O)c2ccccc2)c(=O)c2cc(F)c(F)cc21 | -8% | -20% | -8%[10.9 µM] | 1.7%
O=C(NCC(=O)N(c1ccc2c(c1)OCCO2)C(C(=O)NC1CCCC1)c1ccco1)c1ccco1 (configuration not stated) | 5% | -3% | -8% | -1.1%
CCc1ccc2occ(CC(=O)N(Cc3ccccc3)C3CCS(=O)(=O)C3)c2c1 (configuration not stated) | 19% | -19% | 9%[10.9 µM] | u
CCOc1ccccc1NC(=O)CCCc1nc2ccccc2c(=O)[nH]1 | u | -13% | -15% | 2.7%
COC(=O)c1ccc(NC(=O)CSc2nnc(-c3ccncc3)n2N)cc1 | 6% | 1% | -7% | -1.3%
Cn1c(=O)c2ncn(CC(=O)NCCOc3ccccc3)c2n(C)c1=O | 6% | 14% | u | 2.0%
COc1ccc2c(c1)OC(O)(C(F)(F)C(F)F)CC2=O (configuration not stated) | -25% | -24% | -24% | -0.5%
CCOC(=O)CNC(=O)c1cn(C)c(=O)c2cc(OC)c(OC)cc12 | 6% | -11% | -5% | -0.5%
O=C(CC(SCCO)c1ccc2c(c1)OCO2)c1ccco1 (configuration not stated) | -1% | -15% | -40%[inhibitor] | u
CCc1nn(C(CC)C(=O)NCc2ccc(OC)c(OC)c2)c(=O)c2cc3oc(C)cc3n12 (configuration not stated) | -3% | -9% | -12%[10.9 µM] | u
CC(C)Oc1ccc(CNC(=O)C2CCN(C(=O)c3sccc3-n3cccc3)CC2)cc1 | -11% | -25% | -13%[10.9 µM] | 1.1%
CCC1CN(C(=O)N2CCC(C(=O)N3CCN(c4ccc(F)cc4)CC3)CC2)c2ccccc2O1 (configuration not stated) | 6% | -14% | -2%[10.9 µM] | u
Cc1cccc(CSc2nc(=O)c3c(n2C)NC(=O)CC3c2cccc(O)c2)c1 (configuration not stated) | -2% | 13% | -12%[10.9 µM] | 1.7%
COCCNC(=O)Cc1ccc(NC(=O)N2CCCCc3ccccc32)cc1 | 3% | -1% | -12%[10.9 µM] | 3.4%
CCn1c(COc2ccccc2C)nnc1SCC(=O)Nc1ccc2c(c1)OCCO2 | 5% | -12% | -11% | 0.5%
CC1CCCCN1C(=O)c1cc(F)c(F)cc1Cl (configuration not stated) | 5% | 6% | -4% | -0.4%
CCCc1cc(=O)[nH]c(SCC(=O)N(C)Cc2ccccc2)n1 | -3% | 5% | -3% | -0.4%
CNC(=O)c1ccc(-c2nc(CN3CCc4ccccc43)c(C)o2)cc1 | 3% | -18% | -8%[10.9 µM] | -0.7%
CCOC(=O)C1CCN(C(=O)CN(c2ccc(OC)cc2)S(=O)(=O)c2c(C)nn(C)c2C)CC1 | 0% | 6% | 3% | 2.3%
Cc1cccc(NC(=O)C2CCN(c3nc4ccccc4[nH]3)CC2)c1C | 17% | -4% | 14%[10.9 µM] | 0.8%
CCC(=O)Nc1nnc(Cc2ccccc2)s1 | 1% | 1% | -7% | -1.5%
O=C(NCCCN1CCOCC1)c1cc(-c2ccc3c(c2)OCO3)nc2ccccc12 | -17% | -15% | -13% | 2.9%
Cc1ccc(C)c(CSc2nnc(CCN)o2)c1 | -3% | -4% | -26% | 0.6%
O=C(Cn1c(=O)nc(-c2ccccc2F)c2cc(Cl)ccc21)Nc1ccccc1C(F)(F)F | -8% | -9% | -11%[10.9 µM] | u
CN(c1ccccc1)S(=O)(=O)c1nnc(NC(=O)c2ccccc2)s1 | -23% | -17% | -18%[10.9 µM] | -0.8%
O=C(C1CCC1)N1CCC(c2nc3c(nnn3Cc3c(F)cccc3Cl)c(=O)[nH]2)CC1 | -14% | 8% | -12% | -0.1%

Another view of part of the listing above:
| Molecule | p53ts 32C tox | p53ts 39C tox | Peg3 imprint | IkB signaling |
| --- | --- | --- | --- | --- |
| Cc1cccc(CSc2nc(=O)c3c(n2C)NC(=O)CC3c2cccc(O)c2)c1 (configuration not stated) | -2% | 13% | -12%[10.9 µM] | 1.7% |
| COCCNC(=O)Cc1ccc(NC(=O)N2CCCCc3ccccc32)cc1 | 3% | -1% | -12%[10.9 µM] | 3.4% |
| CCn1c(COc2ccccc2C)nnc1SCC(=O)Nc1ccc2c(c1)OCCO2 | 5% | -12% | -11% | 0.5% |

More entries follow:
SMILES | p53ts 32C tox | p53ts 39C tox | Peg3 imprint | IkB signaling
Cc1c(C(=O)Nc2cccc(Cl)c2)sc2nc3n(c(=O)c12)N=C(c1cccc(Br)c1)CS3 | 7% | -5% | -8%[10.9 µM] | -0.6%
CC1=C(C(=O)NCc2ccco2)C2(CCC(C)CC2)OC1=O (configuration not stated) | 9% | -2% | -11% | 1.5%
CCOC(=O)c1cnc(SC)nc1Nc1cccc2ccccc12 | -10% | -1% | x | x
CC(C)(C)NC(=O)Cn1cc(C#N)c2cc(Br)ccc21 | 10% | 4% | -15% | -4.4%
O=C1O/C(=C/C(=O)N2CCOCC2)c2ccccc21 | -2% | 14% | x | x
CCSc1nnc(-c2ccccc2NC(C)=O)c(=O)[nH]1 | -8% | 3% | -6% | -1.0%
O=P(O)(O)O[C@@H]1O[C@H](CO)[C@@H](O)[C@H](O)[C@@H]1O | 6%[9.22 µM] | 3%[9.22 µM] | -5%[10.9 µM] | 0.3%[11.4 µM]
O=c1c2ccccc2c(/C=N/c2ncn[nH]2)c(O)n1Cc1ccccc1 | -3% | -5% | -17% | u
CCOC(=O)CN1C(=O)C(O)(CC(=O)c2cccc(OC)c2)c2ccccc21 (configuration not stated) | 3% | 4% | -22% | 0.3%
[O-][n+]1onc2c1CCC1N(O)C(c3ccccc3)CC21O (configuration not stated) | 7% | 2% | -2% | -0.9%
CSc1cccc(NS(=O)(=O)c2cccc3nsnc23)c1 | -8% | -12% | -13% | 4.0%
COC(=O)c1c(C)oc2ccc(NS(=O)(=O)c3cccs3)cc12 | 14% | 1% | -16% | 6.9%
CC(OC(=O)c1cccs1)C(=O)Nc1nc(-c2ccccc2)cs1 (configuration not stated) | 5% | 10% | x | x
COc1ccc(C(N)=O)cc1NC(=O)c1cccc(F)c1 | 2% | -10% | x | x
N#Cc1cccc(NC(=O)N2CCC3(CC2)CCN(C(=O)c2csnn2)CC3)c1 | 6% | 3% | x | -2.2%[11.4 µM]

Molecules listed so far that have a Cl atom (four):
SMILES | p53ts 32C tox | p53ts 39C tox | Peg3 imprint | IkB signaling
CC1CCCCN1C(=O)c1cc(F)c(F)cc1Cl (configuration not stated) | 5% | 6% | -4% | -0.4%
O=C(Cn1c(=O)nc(-c2ccccc2F)c2cc(Cl)ccc21)Nc1ccccc1C(F)(F)F | -8% | -9% | -11%[10.9 µM] | u
O=C(C1CCC1)N1CCC(c2nc3c(nnn3Cc3c(F)cccc3Cl)c(=O)[nH]2)CC1 | -14% | 8% | -12% | -0.1%
Cc1c(C(=O)Nc2cccc(Cl)c2)sc2nc3n(c(=O)c12)N=C(c1cccc(Br)c1)CS3 | 7% | -5% | -8%[10.9 µM] | -0.6%

The list goes on.
SMILES | p53ts 32C tox | p53ts 39C tox | Peg3 imprint | IkB signaling
Cc1c(Cl)cccc1N1CCn2c1nc1c2c(=O)n(CC(=O)O)c(=O)n1C | 0% | 17% | 10%[10.9 µM] | -1.4%
CC(C)c1[nH]nc2c1C(C(C)C)C(C#N)=C(N)O2 (configuration not stated) | 4% | 3% | -11% | u
Cc1cc(C)cc(N(CC(=O)NCC2CCCO2)C(=O)CCC(=O)Nc2cc(C)on2)c1 (configuration not stated) | 2% | -8% | -8% | -2.1%
CCOc1cccc(C(=O)N(Cc2ccc(F)cc2)Cc2ccco2)c1 | 11% | -7% | -11%[10.9 µM] | u
O=C(c1n[nH]c(=O)c2ccccc12)N1CCN(c2ccccc2Cl)CC1 | 1% | -6% | -7% | -0.2%
O=C(NCC1CCCO1)C1CCN(CC2CCCCC2)CC1 (configuration not stated) | -7% | -1% | -1% | -1.9%
CNC1=C(Br)C(=O)c2ccncc2C1=O | 0.79µM* | 2µM* | -84%[inhibitor] | x
COC(=O)c1ccc2c(=O)n(CCCCCC(=O)NCCc3ccccc3)c(=O)[nH]c2c1 | 0% | -1% | -12%[10.9 µM] | -1.5%
O=C(NCCCc1nc2ccccc2n1Cc1cccc(Cl)c1)c1ccco1 | -2% | -21% | -8%[10.9 µM] | u
O=C(CCCn1c(SCC(=O)NC2CCCCC2)nc2ccccc2c1=O)NCC1CCCO1 (configuration not stated) | 2% | -2% | -7% | 1.5%
COc1ccccc1CNC(=O)CCCn1c(=O)c2ccccc2n(Cc2ccccc2F)c1=O | -2% | -16% | -7%[10.9 µM] | -0.8%
CCOc1ccc(CC2S/C(=N/c3ccccn3)NC2=O)cc1 (configuration not stated) | 2% | -2% | 0% | 2.2%
CCOC(=O)N1CCN(c2ccc3nnnn3n2)CC1 | -4% | 3% | -4% | 0.3%
CCOc1ccc(C2=NC(c3ccncc3)=Nc3ccc(C)cc3N2)cc1OCC | 16% | -11% | -13%[10.9 µM] | u
COc1ccc(-c2nnn(CC(=O)N(C3CCCC3)C(C)C(=O)NC3CCCC3)n2)cc1OC (configuration not stated) | -2% | 5% | -8% | -3.9%

Some of these compounds in order of number of heavy atoms, rising:
SMILES | p53ts 32C tox | p53ts 39C tox | Peg3 imprint | IkB signaling
O=C1O/C(=C/C(=O)N2CCOCC2)c2ccccc21 | -2% | 14% | x | x
CCSc1nnc(-c2ccccc2NC(C)=O)c(=O)[nH]1 | -8% | 3% | -6% | -1.0%
O=C(c1n[nH]c(=O)c2ccccc12)N1CCN(c2ccccc2Cl)CC1 | 1% | -6% | -7% | -0.2%
CCn1c(COc2ccccc2C)nnc1SCC(=O)Nc1ccc2c(c1)OCCO2 | 5% | -12% | -11% | 0.5%
COc1ccc(-c2nnn(CC(=O)N(C3CCCC3)C(C)C(=O)NC3CCCC3)n2)cc1OC (configuration not stated) | -2% | 5% | -8% | -3.9%

(further entries)
SMILES | p53ts 32C tox | p53ts 39C tox | Peg3 imprint | IkB signaling
Cc1cc(C(=O)CSC(C)c2nc3ccccc3c(=O)[nH]2)c(C)n1C (configuration not stated) | 8% | -4% | -9% | 1.7%
CCOc1ccc(-n2c(SCc3ccc(C(=O)OC)o3)nc3c([nH]c4ccccc43)c2=O)cc1 | 6% | 9% | -7%[10.9 µM] | 0.3%
CCC(Sc1nc2n[nH]c(C)c2c(=N)n1-c1cccc(Cl)c1)C(=O)NCCOC (configuration not stated) | u | -15% | -14% | -2.3%
O=C(Nc1ccc(S(=O)(=O)N2CCCC2)cc1)c1ccc(CN2CCOCC2)cc1 | -5% | 0% | -13% | u

Looked up by structure from the list above (2):
SMILES | p53ts 32C tox | p53ts 39C tox | Peg3 imprint | IkB signaling
CCC(Sc1nc2n[nH]c(C)c2c(=N)n1-c1cccc(Cl)c1)C(=O)NCCOC (configuration not stated) | u | -15% | -14% | -2.3%
Cc1cc(C(=O)CSC(C)c2nc3ccccc3c(=O)[nH]2)c(C)n1C (configuration not stated) | 8% | -4% | -9% | 1.7%

No enrichment for hits; about 1.8% have a hit in one of these screens.
